Shiga inhibitor = A qHTS for Small Molecule Inhibitors of Shiga Toxin | 290,000 tested, 9.2% active | Vero cells, Shiga toxin protein synthesis inhibition reporter | inhibition, % at 38.7 µM | AID 2315, 2010; in the data active = inhibition mostly above about 28%, no sharp cut-off; inactive = mostly below about 43%; also: 0% is about no effect
Sm TGR block = qHTS Assay for the Inhibitors of Schistosoma Mansoni Peroxiredoxins; AID 485364, 2010; 360,000 tested, 3% active; Potency, µM (doses to about 114 µM), inactives show at the highest dose activity change, negative = inhibition, most hits filed as inhibitors; Schistosoma mansoni thioredoxin glutathione reductase (TGR), Q962Y6; purified TGR, DTNB reduction, TNB absorbance 405 nm; also: potency is read from the fitted curve at half-maximal effect; % is scaled to controls: 0 for no effect and ±100 for the full control effect; nearly all actives have a fitted effect of over 60% in size
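TGR 20 nM + NADPH 100 uM (dispensed conc.), cpd preinc 15 min RT; start with NADPH (500 uM addition) then DTNB (15 mM addition). Kinetic TNB absorbance, 405 nm filter. Four-parameter Hill fit across titration.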
Pf growth 48h = Primary qHTS for delayed death inhibitors of the malarial parasite plastid, 48 hour incubation; Potency, µM (doses to about 28.7 µM), for inactives: top-dose activity change, negative = inhibition, most hits filed as inhibitors; 310,000 tested, 5.9% active; P. falciparum luciferase growth in erythrocytes, 48 h; also: potency is read from the fitted curve at half-maximal effect; % is scaled to controls: 0 for no effect and ±100 for the full control effect
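Compounds are pin-transferred into medium, infected erythrocytes (2% hematocrit, 0.1% parasitemia final) are added, and plates sit one parasite generation at 37 C in 5% CO2. Detection reagent is then added and luminescence measured.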
Pf growth 96h = Primary qHTS for delayed death inhibitors of the malarial parasite plastid, 96 hour incubation. AID 504834, 2011. 320,000 tested, 6.9% active. P. falciparum luciferase reporter growth, 96 h. Potency, µM (titrated, usually from 28.7 µM), without a hit: top-dose activity change, negative = inhibition, actives largely listed as inhibitors; also: potency is read from the fitted curve at half-maximal effect; % is scaled to controls: 0 for no effect and ±100 for the full control effect
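Compounds incubated with erythrocytes infected by luciferase-expressing P. falciparum (2% hematocrit, 0.05% parasitemia final) for 96 hours, 37 C in 5% CO2. Growth inhibition scored as decreased luciferase luminescence.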
FBPA Giardia inh = qHTS Assay for Inhibitors of Fructose-1,6-bisphosphate Aldolase from Giardia Lamblia. A8B2U2. purified Giardia FBPA. Potency, µM (titrated, usually from 59.6 µM), without a hit: at the highest dose activity, negative = inhibition, hits mostly inhibitors. 290,000 tested, 0.71% active. AID 2451, 2010; also: potency is read from the fitted curve at half-maximal effect; % is scaled to controls: 0 for no effect and ±100 for the full control effect; nearly all actives have a fitted effect of over 55% in size
Target sequence (A8B2U2 whole entry, looked up): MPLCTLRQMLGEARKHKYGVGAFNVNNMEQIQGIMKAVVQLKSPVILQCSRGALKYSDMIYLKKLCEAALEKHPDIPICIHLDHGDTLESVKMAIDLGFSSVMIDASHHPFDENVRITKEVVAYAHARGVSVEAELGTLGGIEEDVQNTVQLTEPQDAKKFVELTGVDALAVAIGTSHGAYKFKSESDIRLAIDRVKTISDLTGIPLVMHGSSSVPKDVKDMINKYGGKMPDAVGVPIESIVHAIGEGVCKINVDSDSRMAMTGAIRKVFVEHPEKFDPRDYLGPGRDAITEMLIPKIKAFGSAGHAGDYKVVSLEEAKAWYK
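Giardia FBPA (40 nM reagent) was preincubated 10 min at RT with compound (up to 57.5 uM final), then substrate plus GAPDH/TPI/NAD/arsenate coupling system with diaphorase/resazurin was added; resorufin fluorescence (525/598 nm) was read after 20 min.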
Cycloheximide cs = Cycloheximide Counterscreen for Small Molecule Inhibitors of Shiga Toxin; cell reporter, cycloheximide protein synthesis inhibition counterscreen; max response, %; 300,000 tested, 12% active; AID 2314, 2010; in the data active = max response mostly above about 13%, no sharp cut-off; inactive = mostly below about 14%; also: read at 38.3 µM for the half of the compounds with a filed dose; 0% is about no effect
* marks the source's active call; other numbers are inactive results; ? = inconclusive; . = no result given; & = joins results of further samples; [ ] = remark or other dose. Unless noted, calls follow the shape of the dose curve; as a rule, active = well fitted curve in the direction sought with a large enough effect; inconclusive = small, poorly fitted or top-dose-only effect, or another doubt; inactive = no such curve, though single readings can be large; an effect the other way counts as inactive or inconclusive.

Fields – Cycloheximide cs, FBPA Giardia inh, Pf growth 48h, Sm TGR block, Pf growth 96h, Shiga inhibitor
- c1ccc(Oc2nc(N3CCOCC3)nc(N3CCOCC3)n2)cc1
→ 8, -3%, ., 1%, -36%, -7
- O=C(CSCc1cccc(Br)c1)N1CCOCC1
→ 16, -8%, 60%[activator], 0%, 19%, 64
- COc1ccc(/C=N/NC(=O)c2c(C)nc3ccccn23)cc1[N+](=O)[O-]
→ 8, 6%, ?, 10%, 29%, 21
- Cc1csc(NC(=O)CCS(=O)(=O)c2ccc(Br)cc2)n1
→ 2, 7%, -28%, 3.5µM*, 0%, -6
- CCOC(=O)N1CCC(N2Cc3cccc(C(=O)Nc4ccccc4OC)c3C2=O)CC1
→ 2, ., 9.3µM*, -18%, ?, -10
- COc1ccc(OC)c(/C=N/NC(=O)c2[nH]nc3c2CCc2ccccc2-3)c1
→ 5, -1%, 11%, 3%, 9%, -11
- c1ccc(Nc2nnc(-c3cccnc3)s2)cc1
→ 42*, 10%, ., 2%, 113%[activator], 69*
- COc1ccc(CN2CCN(C(=O)Cn3nc(C)n4cccc4c3=O)CC2)c(OC)c1OC
→ -10, ., -3%, -13%, 3%, -4
- CCOC(=O)C1=C(C)NC(=O)CC1c1ccccc1 (configuration not stated)
→ -1, 0%, 2%, -1%, ?, -5
- C/C(=N\O)C1CCCCC1
→ -3, 2%, 0%, 0%, 20%, 16
- COc1ccc(NS(=O)(=O)c2ccc(OC)c(N(C)S(=O)(=O)c3ccc(Cl)cc3)c2)cc1
→ 9, -8%, 12µM*, 0%, 3.7µM*, 8
- Cc1cccc(Nc2nnc(SCc3cc(=O)n4cc(C)ccc4n3)s2)c1
→ 1, -13%, 12%, -11%, 72%[activator], -4
- COc1ccc(N(CC(=O)NC2CCCCC2)C(=O)CCCC(=O)Nc2ccccn2)c(OC)c1
→ 5, 2%, -26%, 0%, 3%, 26
- CC(=O)c1cn(CCCCCCCCCCn2cc(C(C)=O)c(=O)[nH]c2=O)c(=O)[nH]c1=O
→ 3, -2%, -10%, 0%, -15%, 4
- CCOC(=O)CSc1nnc(CSc2nc3sc4c(c3c(=O)[nH]2)CCC4)n1-c1ccccc1
→ -5, -1%, ., -1%, -2%, -21
- N#CCCN1CCN(C(=S)c2ccc(-c3ccc(Cl)c(Cl)c3)o2)CC1
→ 16, -20%, 13%, -7%, 2%, 35
- O=C1CCC(C(=O)N2CCOCC2)CN1Cc1ccc(Cl)cc1 (configuration not stated)
→ 0, 9%, 4%, -1%, -29%, 1
- CC(=O)c1cc2c(cc1NC(=O)CSc1nnc(C)s1)OCO2
→ -2, 0%, -31%, 6%, 18%, -6
- CCOC(=O)CSc1nnc(-c2ccc([N+](=O)[O-])cc2)o1
→ 0, 4%, -7%, 7%, -20%, 7
- CC(C)COc1ccc(S(=O)(=O)NNC(=O)c2cc3ccccc3o2)cc1
→ 6, 3%, 16%, -2%, ?, -14
- Cc1ccc(C(=O)N2CCCC2)cc1S(=O)(=O)Nc1cccc(C)c1C
→ -1, 0%, -4%, 6%, ?, -16
- COC(=O)[C@@]12CCCCN1[C@H](c1ccc(-c3ccc4c(c3)OCO4)c(OC)c1)[C@@H]1C(=O)N(C)C(=O)[C@@H]12
→ ., ., 5.2µM*, -14%, 13µM*, .
- Cc1cc(C)nc(NS(=O)(=O)c2ccc(NC(=O)COc3ccccc3F)cc2)n1
→ ., ., -2%, -2%, -21%, .
- Cc1ccc(C2(CCNC(C)c3cccs3)CCOC(C(C)C)C2)cc1 (configuration not stated)
→ -1, 3%, ?, 0%, ?, -13
- N=c1n(CCO)c2ccccc2n1Cc1ccccc1Cl
→ -1, -6%, -27%, 9%, ?, -33
- Cc1[nH]c2ccccc2c1C(=O)COC(=O)C1CC(O)CN1S(=O)(=O)c1ccc(Cl)cc1 (configuration not stated)
→ ., ., 20%, -6%, ?, .
- Cc1ccc(C(C)C)c(OCC(O)CN2CCOCC2)c1 (configuration not stated)
→ -3, -9%, 19%, 0%, ., 13
- CC(C)c1ccccc1NC(=O)C1C2C=CC(C2)C1C(=O)O (configuration not stated)
→ -1, 8%, 19%, 0%, ?, -3
- O=C(NCc1ccccc1)C1=C[C@@H](c2ccc(Br)cc2)C[C@@H](OCCCCO)O1
→ 1, -27%, ?, ?, ?, -4
- COc1ccc(OC)c2sc(NC(=O)c3cccc(N4C(=O)CCC4=O)c3)nc12
→ 1, ., 31%[activator], -24%, 22%, -2

13 neighbouring compounds from above, quoted:
Fields – Cycloheximide cs, FBPA Giardia inh, Pf growth 48h, Sm TGR block, Pf growth 96h, Shiga inhibitor
- CC(=O)c1cc2c(cc1NC(=O)CSc1nnc(C)s1)OCO2
→ -2, 0%, -31%, 6%, 18%, -6
- CCOC(=O)CSc1nnc(-c2ccc([N+](=O)[O-])cc2)o1
→ 0, 4%, -7%, 7%, -20%, 7
- CC(C)COc1ccc(S(=O)(=O)NNC(=O)c2cc3ccccc3o2)cc1
→ 6, 3%, 16%, -2%, ?, -14
- Cc1ccc(C(=O)N2CCCC2)cc1S(=O)(=O)Nc1cccc(C)c1C
→ -1, 0%, -4%, 6%, ?, -16
- COC(=O)[C@@]12CCCCN1[C@H](c1ccc(-c3ccc4c(c3)OCO4)c(OC)c1)[C@@H]1C(=O)N(C)C(=O)[C@@H]12
→ ., ., 5.2µM*, -14%, 13µM*, .
- Cc1cc(C)nc(NS(=O)(=O)c2ccc(NC(=O)COc3ccccc3F)cc2)n1
→ ., ., -2%, -2%, -21%, .
- Cc1ccc(C2(CCNC(C)c3cccs3)CCOC(C(C)C)C2)cc1 (configuration not stated)
→ -1, 3%, ?, 0%, ?, -13
- N=c1n(CCO)c2ccccc2n1Cc1ccccc1Cl
→ -1, -6%, -27%, 9%, ?, -33
- Cc1[nH]c2ccccc2c1C(=O)COC(=O)C1CC(O)CN1S(=O)(=O)c1ccc(Cl)cc1 (configuration not stated)
→ ., ., 20%, -6%, ?, .
- Cc1ccc(C(C)C)c(OCC(O)CN2CCOCC2)c1 (configuration not stated)
→ -3, -9%, 19%, 0%, ., 13
- CC(C)c1ccccc1NC(=O)C1C2C=CC(C2)C1C(=O)O (configuration not stated)
→ -1, 8%, 19%, 0%, ?, -3
- O=C(NCc1ccccc1)C1=C[C@@H](c2ccc(Br)cc2)C[C@@H](OCCCCO)O1
→ 1, -27%, ?, ?, ?, -4
- COc1ccc(OC)c2sc(NC(=O)c3cccc(N4C(=O)CCC4=O)c3)nc12
→ 1, ., 31%[activator], -24%, 22%, -2

Continued.
Fields – Cycloheximide cs, FBPA Giardia inh, Pf growth 48h, Sm TGR block, Pf growth 96h, Shiga inhibitor
- O=C(OCC(=O)N1CCN(c2ccccc2)CC1)c1ccncc1
→ ., ., -3%, -4%, 91%, .
- c1ccc2cc(-c3cc4ccccn4c3)ccc2c1
→ 25, -15%, ., -30%, -34%, 27
- O=C(O)CC1Sc2nc3ccccc3n2C1=O (configuration not stated)
→ -4, -11%, ., -22%, 21%, -15
- CCOC(=O)C1=C(C)NC(=O)NC1c1ccc(N2CCC(c3ccccc3)=N2)cc1 (configuration not stated)
→ 11*, 1%, ?, ?, -55%, 26*
- COc1ccc(NC(=O)Cn2nc3n(c2=S)CCC3)cc1
→ 2, -26%, 32%[activator], 17%, 23%, -17
- OC(CON=C1c2ccccc2-c2ccccc21)CN1CCNCC1 (configuration not stated)
→ 8, ?, ?, -6%, ?, -8
- Cc1cccc(NC(=S)NC2CC3CCCC(C2)N3Cc2ccco2)c1 (configuration not stated)
→ -3, 4%, -9%, -4%[57.1 µM], 20%, -12
- CC(C)(C)C(=O)NC1=NCCS1
→ -2, -2%, 10%, 4%, 1.5µM*, -16
- CCCNC(=O)COC(=O)c1ccccc1C(=O)c1ccc(Cl)c([N+](=O)[O-])c1
→ 60*, -4%, ?, ?, 13%, 41
- CSCc1nnc(NC(=O)c2ccc(S(=O)(=O)N(CC(C)C)CC(C)C)cc2)o1
→ -4, -19%, ?, -34%, 5%, -21
- CCOC(=O)N1CCN(C(=O)COC(=O)COc2c(C)cc(C)cc2C)CC1
→ ., ., 71%[activator], -5%, 13%, .
- COC(=O)Nc1ccc2[nH]cc(CCNC(C)=O)c2c1
→ -6, 1%&5%, ., ., ., 12
- O=C(Nc1nnc(SCc2c(Cl)cccc2Cl)s1)C1CC(=O)N(c2ccc3c(c2)OCCO3)C1 (configuration not stated)
→ 7, 0%, 1%, 1%, ?, 17
- O=C1CC(c2nc3ccccc3[nH]2)CN1Cc1ccccc1 (configuration not stated)
→ 0, -2%, 5%, -4%, 4%, 14
- Cc1ccc(SCc2ccc(C(=O)Nc3cccnc3)cc2)cc1
→ 3, 3%, -2%, 1%, 10%, 24
- Nc1cc(=O)[nH]c(SCC(=O)Nc2ccc(S(=O)(=O)N3CCOCC3)cc2)n1
→ -3, 1%, ?, 9%, -28%, 17
- CSc1nc2ccccc2c(=O)n1C1CCCCC1
→ 11, 1%, 8%, 0%, 1.5µM*, -14
- COc1ccc(N/C=C/C(=O)c2ccc(Oc3ncccn3)cc2)cc1
→ 10, -1%, 15%, -22%, 6%, 11
- COc1ccc(C(C#N)N2N=C(C)CC2(C)C)cc1 (configuration not stated)
→ -4, 0%, 23%, 0%, 0%, -22
- O=C(NCc1ccco1)Nc1ccc2nsnc2c1
→ 30*, ?, 41%[activator], ?, -22%, 42
- Cn1cccc1P(=O)(c1cccn1C)c1cccn1C
→ -1, 1%, ?, -7%, 127%[activator], -14
- C=CCC1(CN2CCCCCC2=O)C(=O)NC(=O)NC1=O
→ -4, -17%, 22%, 5%, 1%, -6
- Cc1ccc(C(=O)N/C(=C/c2ccc(Cl)cc2)C(=O)Nc2cccc(C(=O)O)c2)cc1
→ -1, 12%, 3%, -4%, 45%[activator], 14
- CC1(C)C2([N+](=O)[O-])CN3CN(C2)CC1([N+](=O)[O-])C3
→ -2, 6%, -22%, -9%, 72%[activator], -6
- COc1ccccc1-c1cc(C(F)(F)F)nc(S(=O)(=O)CCCC(=O)Nc2cccnc2Cl)n1
→ 9, 3%, ?, ?, 8%, -8
- COC(=O)c1c(C)[nH]c(C(=O)C(C)OC(=O)C2CC(=O)N(c3ccc(C)cc3)C2)c1C (configuration not stated)
→ ., ., -16%, -10%, ?, .
- CCn1c(SCC(=O)NCc2ccccc2)nnc1-c1ccccc1O
→ 0, -4%, -6%, 0%, -9%, -6
- Cc1noc(C)c1C(=O)Nc1ccccc1C(=O)NCCc1ccccc1
→ -4, -6%, -1%, -20%, -11%, -6
- O=C(Nc1ccc2c(c1)CCC2)Nc1ccc2c(c1)OCO2
→ 47*, 4%, 328%[activator], -34%, -7%, 134*
- Cc1nc2ccccn2c1C(=O)NN
→ -1, -10%, 4%, 2%, -4%, -4
- Cc1cccc(S(=O)(=O)NNC(=O)c2sc(C)nc2C)c1
→ -1, -3%, 12%, 2%, 28%, -11
- CC(Oc1cccc(F)c1)c1ccnc2nc(/N=C/N(C)C)nn12 (configuration not stated)
→ -6, 0%, 7%, -1%, 4%, -4
- COC(=O)c1cc(NC(=O)CN2C(=O)CSC2=O)ccc1Cl
→ -2, -1%, 23%, -8%, -25%, -29
- COc1ccc(C2NC(=O)N(C)C3=C2C(=O)CC(C)(C)C3)cc1OC (configuration not stated)
→ 7, 9%, 25%, -1%, 22%, -6

Screening data deposited in PubChem BioAssay by National Center for Advancing Translational Sciences (NCATS).
